Cneo AK release: causes C. neoformans cell lysis; lysis activity, % at 15 µM; adenylate kinase release luminescence, 4 h; normalised: neutral wells 0, clomiphene wells 100; actives 0.2% (n = 360,000);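 active = mean lysis activity across replicates of at least 80%, whatever share of replicates individually reach that level; inactive = mean lysis activity below 80%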
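Material – Cryptococcus neoformans yeast cells · Quantity – 5 × 10^6 yeast cells/mL · Buffer or medium – YPD medium · Compound – single dose · Timing – 4 h static compound exposure, 37 °C, read 1 h post-reagent · Signal – adenylate kinase release luminescence · Read-out basis – lysis from increased AK signal · Benchmarks – Clomiphene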
PGC1a acetyl inh: modulators of PGC1a acetylation | actives 0.17% (n = 350,000) | U2OS PGC1a acetylation, AlphaScreen anti-acetyl-lysine; with virally co-expressed GCN5 acetyltransferase | AID 651687 | inhibition, % at 15.6 µM;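 active = every replicate shows inhibition of at least 40%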;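 note: 0% = neutral control wells and 100% = positive control wells; some results beyond the cut were filed as inactive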
PAX8 reporter: lowers PAX8-driven luciferase in RMG-I cells; RMG-I TPO-luciferase reporter, SteadyGlo, 24 h; inhibition, % at 12.6 µM; actives 1.2% (n = 360,000);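 active = mean replicate inhibition at least 60% with every replicate also reaching 60%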;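 note: luciferase light reporting Pax8 driven TPO promoter activity; plate controls were median of neutral control wells for no effect and mitoxantrone controls for full effect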
EWS-Fli block: blocks EWS/Fli oncoprotein-driven transcription. A673 NR0B1-luciferase reporter, viability-normalised. inhibition, % at 12.6 µM. actives 0.67% (n = 350,000);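 active = mean inhibition of at least 50% after viability correction, with every replicate also passing that limit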;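 note: firefly luciferase signal divided by Alamar Blue viability fluorescence both relative to DMSO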
FN deposit inh: fibronectin deposition inhibition; AH1F fibroblasts, Alexa488-fibronectin deposition fluorescence, overnight; inhibition, % at 12.6 µM; actives 0.086% (n = 350,000);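 active = mean inhibition across replicates of 30% or more, regardless of how many single replicates reach that level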;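 note: positive control wells lacked labelled fibronectin entirely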
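Measured by – fluorescence 485/525 nm · System – AH1F fibroblast monolayer, labelled fibronectin deposition · Amount – 10000 cells per well · Buffer or medium – serum-reduced DMEM (2% serum) · Doses – single dose, pinned · Also added – fluorescent fibronectin at 24 nM final · Schedule – 1 h cell attachment, overnight exposure to compound and label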
Casp6 inh: caspase-6 (human) enzyme inhibition. P55212. purified caspase-6, Z-VEID-R110 cleavage fluorescence. inhibition, % at 12.5 µM. actives 0.53% (n = 350,000);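 active = mean inhibition across replicates at least about 35%, with every replicate also reaching that limit, limit read from the data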;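 note: 0% = median of neutral control wells and 100% = no fluorescence left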
Target sequence (P55212 24-179 limits assumed): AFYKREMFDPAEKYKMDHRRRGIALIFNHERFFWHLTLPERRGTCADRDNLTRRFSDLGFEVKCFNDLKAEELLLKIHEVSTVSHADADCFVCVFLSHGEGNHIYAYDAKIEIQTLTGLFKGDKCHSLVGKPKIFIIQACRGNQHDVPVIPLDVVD
Target sequence (P55212 194-293 limits assumed): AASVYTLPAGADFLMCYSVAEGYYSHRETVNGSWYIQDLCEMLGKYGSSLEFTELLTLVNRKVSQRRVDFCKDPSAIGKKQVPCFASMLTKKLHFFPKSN
LGR2 inh: Drosophila LGR2 receptor signaling inhibition; HEK293 LGR2, CRE-luciferase, bursicon-stimulated, 4 h; inhibition, % at 9.99 µM; actives 0.35% (n = 380,000);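 active = drop in luminescence signal, shown as inhibition above about 50% in the replicate tests, limit read from the data, passing the limit was not always enough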;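 note: agonist challenge used bursicon conditioned medium at about half maximal strength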
miR-122 sensor: miR-122 inhibition in Huh7 cells; Huh7 miR-122 Renilla luciferase sensor, 48 h; neutral wells = 0, positive control = 100; activation (reporter increase), % at 12.5 µM; actives 0.3% (n = 340,000); AID 602342;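 active = mean replicate activation score at least 90 and every replicate individually at or above 90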;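 note: higher luciferase means less miR-122 activity so hits act as miR-122 inhibitors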
* marks the source's active call; other numbers are inactive results; & = joins results of further samples; [ ] = dose if it differs, or a comment.

`NNC(=O)CSc1nc(-c2ccccc2)nc2c1CCCC2` gave PGC1a acetyl inh 0.9, PAX8 reporter -1.5, EWS-Fli block 2.5, FN deposit inh -8.0 and Casp6 inh -3.1.
Cc1c(C2C(C#N)=C(N)N(c3cccc([N+](=O)[O-])c3)C3=C2C(=O)CCC3)cnn1C (configuration not stated) was read as PAX8 reporter 2.7, EWS-Fli block 2.4, FN deposit inh 6.4 and Casp6 inh 2.8.
Screening Cc1cccc(C)c1NC(=O)CSc1nnc(-c2cccnc2)o1 returned PAX8 reporter -6.2, EWS-Fli block -9.2, FN deposit inh 0.6, Casp6 inh -1.2 and LGR2 inh -21.6.
`Cc1ccc(C(O)CSc2nnc(-c3ccc4ccccc4c3)n2C)cc1` (configuration not stated) gave Cneo AK release -3.3, PGC1a acetyl inh -19.5, PAX8 reporter 5.1, EWS-Fli block 11.1, FN deposit inh -7.4, Casp6 inh 2.8, LGR2 inh 5.4 and miR-122 sensor -0.4.
CCOC(=O)N1CCN(c2cc(=O)n(-c3ccccc3Cl)c(=O)[nH]2)CC1 was read as Cneo AK release -3.7, PGC1a acetyl inh -2.8, PAX8 reporter -11.8, EWS-Fli block -5.5, FN deposit inh -2.4, Casp6 inh 4.7, LGR2 inh 3.1 and miR-122 sensor -10.9.
CCn1c(C)[n+](CC)c2ccc(S(=O)(=O)NC)cc21 was read as PGC1a acetyl inh 16.6, PAX8 reporter 8.3, EWS-Fli block 2.6, FN deposit inh -12.6, Casp6 inh 0.1, LGR2 inh -23.2 and miR-122 sensor -0.8.
Cc1cc2cc(C)c3nnc(SCC(=O)Nc4ccc(S(=O)(=O)N5CCCCC5)cc4)n3c2cc1C was read as PAX8 reporter -12.3, EWS-Fli block 24.4, FN deposit inh -6.8 and Casp6 inh -0.2.
Cc1nnc(NC(=O)c2ccc(C)c(S(=O)(=O)N3CCCCCC3)c2)s1 was read as Cneo AK release 0.9, PGC1a acetyl inh 7.0, PAX8 reporter 19.0, FN deposit inh -1.1 and miR-122 sensor 4.3.
Screening Cc1ccc(C(=O)C2CCN(S(=O)(=O)c3ccccc3C(=O)O)CC2)cc1 returned Cneo AK release -2.4, PAX8 reporter 7.4, EWS-Fli block -0.4, FN deposit inh 2.7, Casp6 inh -1.3 and LGR2 inh -13.6.
`O=C1N(Cc2cccnc2)C[C@@H]2C[C@@H](c3ccc(C(F)(F)F)cc3)N3CCC[C@@]123` gave PAX8 reporter -8.8, EWS-Fli block 0.3, Casp6 inh -5.3 and LGR2 inh 2.8.
`CCc1ccc(NC(=O)CSc2ccc(-c3cccnc3)nn2)cc1` gave Cneo AK release -0.3, PGC1a acetyl inh 2.4, PAX8 reporter 1.5, FN deposit inh -2.1, Casp6 inh -0.6, LGR2 inh 4.4 and miR-122 sensor -2.4.
Screening COc1cccc(CNc2nc3cc(-c4cccc(Cl)c4)sc3c(=O)n2C)c1OC returned Cneo AK release 1.1, PAX8 reporter 42.1, EWS-Fli block 26.7, FN deposit inh -3.4, Casp6 inh -0.7, LGR2 inh -9.0 and miR-122 sensor -1.8.
`Cc1ccc(NC(C#N)c2ccccc2OCc2ccccc2)cc1` (configuration not stated) gave Cneo AK release 0.3, PAX8 reporter 1.5, FN deposit inh 6.0 and miR-122 sensor -3.1.
Screening CCOC(=O)C(C)Sc1nc2c([nH]c3ccccc32)c(=O)n1C (configuration not stated) returned Cneo AK release 0.5, PGC1a acetyl inh -11.7, EWS-Fli block 7.8, Casp6 inh -1.1 and miR-122 sensor 6.6.
For CC(=O)N1CC(C)Oc2ccc(S(=O)(=O)Nc3ccc(Cl)cn3)cc21 (configuration not stated) the results were Cneo AK release 11.7, PGC1a acetyl inh -10.5, PAX8 reporter -0.2, EWS-Fli block 15.8, FN deposit inh 10.8, Casp6 inh 6.3, LGR2 inh -14.5 and miR-122 sensor 40.1.
CCCCC(=O)Nc1ccc2c(c1)nc(CN1CCN(C(=O)OCC)CC1)n2C was read as Cneo AK release -2.1, PAX8 reporter 14.1, EWS-Fli block 4.8, FN deposit inh -2.8, Casp6 inh 0.1 and LGR2 inh -6.5.
Screening O=C(C[C@@H]1CC[C@H]2[C@@H](COC[C@H](O)CN2C(=O)Nc2cc(Cl)cc(Cl)c2)O1)NCC1CCCCC1 returned Cneo AK release 45.3, PGC1a acetyl inh -3.8, PAX8 reporter 16.2, EWS-Fli block 10.1, FN deposit inh -9.9, Casp6 inh 0.9, LGR2 inh 5.4 and miR-122 sensor -10.3[16.7 µM].
COc1ccc(CCNC(=O)CCCCCNC(=O)N2CCn3c2nc2ccccc23)cc1OC was read as Cneo AK release -1.6, PGC1a acetyl inh -8.0, PAX8 reporter 23.3, EWS-Fli block 4.5, FN deposit inh -0.9, Casp6 inh 3.7, LGR2 inh 19.0 and miR-122 sensor 6.2.
Screening FC(F)(F)Oc1ccc(NC(=S)Nc2ccccc2N2CCOCC2)cc1 returned Cneo AK release 1.5, PAX8 reporter 11.6, EWS-Fli block 5.3, FN deposit inh -5.1, Casp6 inh -2.5, LGR2 inh -1.3 and miR-122 sensor 0.1.
`CCC(=O)N(C)C[C@H]1Oc2cc(-c3ccc(C)cc3)ccc2S(=O)(=O)N([C@@H](C)CO)C[C@@H]1C` gave Cneo AK release -2.4, PGC1a acetyl inh -8.9, EWS-Fli block 9.5, FN deposit inh 2.2, Casp6 inh 2.9, LGR2 inh 9.8 and miR-122 sensor 20.6[16.7 µM].
Screening c1ccc2cc(CNCc3cccc4ccccc34)ccc2c1 returned PGC1a acetyl inh -3.4, PAX8 reporter 7.3, EWS-Fli block -1.9, FN deposit inh 4.3, Casp6 inh -2.6 and LGR2 inh 22.7.
COc1ccc(N2CCN(C(=O)CCc3c[nH]c4ccccc34)CC2)cc1 was read as PGC1a acetyl inh -12.5, PAX8 reporter -3.2, EWS-Fli block 17.2, FN deposit inh -3.0 and Casp6 inh -1.6.
Screening Nc1ccc(S(=O)(=O)Nc2ncccn2)cc1 returned Cneo AK release -1.7, PGC1a acetyl inh 4.2, PAX8 reporter 0.6, EWS-Fli block -2.5, FN deposit inh -7.0, Casp6 inh 0.5, LGR2 inh -13.4 and miR-122 sensor -7.9.
`O=C(/C=C\c1ccco1)Nc1nc(-c2ccc3ccccc3c2)cs1` gave PAX8 reporter 14.0, EWS-Fli block 7.2, FN deposit inh 3.8, Casp6 inh -0.4 and LGR2 inh 54.6*.

Quoted at random: three records from the list
CCCCC(=O)Nc1ccc2c(c1)nc(CN1CCN(C(=O)OCC)CC1)n2C was read as Cneo AK release -2.1, PAX8 reporter 14.1, EWS-Fli block 4.8, FN deposit inh -2.8, Casp6 inh 0.1 and LGR2 inh -6.5.
Screening FC(F)(F)Oc1ccc(NC(=S)Nc2ccccc2N2CCOCC2)cc1 returned Cneo AK release 1.5, PAX8 reporter 11.6, EWS-Fli block 5.3, FN deposit inh -5.1, Casp6 inh -2.5, LGR2 inh -1.3 and miR-122 sensor 0.1.
`O=C(/C=C\c1ccco1)Nc1nc(-c2ccc3ccccc3c2)cs1` gave PAX8 reporter 14.0, EWS-Fli block 7.2, FN deposit inh 3.8, Casp6 inh -0.4 and LGR2 inh 54.6*.

Further compounds.
Screening C[C@H]1CN([C@@H](C)CO)C(=O)c2cccc(NC(=O)C3CC3)c2O[C@H]1CN(C)Cc1ccc(C(F)(F)F)cc1 returned Cneo AK release 17.5&2.6, PGC1a acetyl inh 3.5, PAX8 reporter 15.1, EWS-Fli block -1.9&11.2, FN deposit inh -1.5, Casp6 inh -3.2, LGR2 inh -11.2&-0.6 and miR-122 sensor 6.2[16.7 µM].
Cn1c(N)c(C(=O)COC(=O)c2ccc(OC(F)F)cc2)c(=O)n(C)c1=O was read as Cneo AK release -0.2, PGC1a acetyl inh -6.3, PAX8 reporter -0.9, EWS-Fli block -1.0, FN deposit inh -9.0, Casp6 inh 2.3, LGR2 inh 8.1 and miR-122 sensor -3.4.
`COc1nc(N/N=C/c2ccc(C)cc2)nc(N2CCCCC2)n1` gave PAX8 reporter -12.6, EWS-Fli block -14.2, FN deposit inh 3.7, Casp6 inh -0.6 and LGR2 inh -9.9.
Screening CNC[C@H]1Oc2ccc(NC(=O)c3ccncc3)cc2C(=O)N([C@@H](C)CO)C[C@H]1C returned Cneo AK release 0.6, PGC1a acetyl inh 8.1, PAX8 reporter -14.9, EWS-Fli block 12.5, FN deposit inh 11.3, Casp6 inh 1.6, LGR2 inh 24.4 and miR-122 sensor -11.9[16.7 µM].
For O=C(O)/C=C/C(=O)Nc1ccc(OC(F)(F)Cl)cc1 the results were PGC1a acetyl inh -5.9, PAX8 reporter -2.3, EWS-Fli block 4.4, FN deposit inh -1.1, Casp6 inh -3.2, LGR2 inh 4.2 and miR-122 sensor 4.8.
Screening C[C@@H]1CN([C@@H](C)CO)C(=O)c2cc(NC(=O)CCC(F)(F)F)ccc2O[C@@H]1CN(C)S(C)(=O)=O returned Cneo AK release -4.1, PGC1a acetyl inh 17.3, PAX8 reporter 5.2, EWS-Fli block -0.1, Casp6 inh -2.6, LGR2 inh -8.8 and miR-122 sensor -5.0[16.7 µM].
For C(=N\N1CCOCC1)/c1ccsc1 the results were Cneo AK release 31.5, PGC1a acetyl inh 6.5, PAX8 reporter 10.9, EWS-Fli block -4.7, FN deposit inh 9.5, Casp6 inh -2.5, LGR2 inh -5.5 and miR-122 sensor -9.7.
CCC(=O)Nc1ccc2c(c1)OC[C@H](C)N(CCC(F)(F)F)C[C@H](C)[C@H](OC)CN(C)C2=O was read as Cneo AK release 32.1, PAX8 reporter 23.8, EWS-Fli block 3.8, FN deposit inh -0.8, Casp6 inh -3.2, LGR2 inh -6.2 and miR-122 sensor 4.3[16.7 µM].
Screening COc1cccc(/C=N/NC(=O)CNC(=O)c2ccc3c(c2)OCCO3)c1O returned Cneo AK release 1.7, PGC1a acetyl inh 3.1, PAX8 reporter 4.5, FN deposit inh 11.9, LGR2 inh -2.1 and miR-122 sensor 0.6.
C[C@H]1Cn2cnc(C(=O)N[C@@H](Cc3c[nH]c4ccccc34)C(=O)OC(C)(C)C)c2C(=O)N1 was read as Cneo AK release -1.6, PAX8 reporter -18.2, EWS-Fli block -12.1, FN deposit inh 6.8, Casp6 inh 1.4, LGR2 inh 14.9 and miR-122 sensor 3.1.
Screening O=C1N=C(N2CCN(Cc3ccccc3)CC2)S/C1=C/c1cccs1 returned Cneo AK release -2.3, PGC1a acetyl inh 23.2, PAX8 reporter -4.2, EWS-Fli block -18.3, FN deposit inh 2.2, Casp6 inh -0.4, LGR2 inh -80.2 and miR-122 sensor 3.4.
C[C@@H]1CN(C2CCN(Cc3nc(C(c4ccccc4)c4ccccc4)no3)CC2)C[C@H](C)O1 was read as PGC1a acetyl inh -12.3, PAX8 reporter 6.6, EWS-Fli block 9.2, FN deposit inh -1.8, Casp6 inh -4.2, LGR2 inh 11.4 and miR-122 sensor -4.2.
Screening C[C@H](O)C#Cc1cnc2c(c1)C(=O)N([C@@H](C)CO)C[C@@H](C)[C@H](CN(C)C(=O)c1ccncc1)O2 returned Cneo AK release -2.4, PGC1a acetyl inh -2.5, EWS-Fli block -1.1, Casp6 inh -3.4, LGR2 inh -5.5 and miR-122 sensor -8.1[16.7 µM].
CCn1c(=O)c2c(nc3n2CC(C)CN3CCc2ccccc2)n(C)c1=O (configuration not stated) was read as Cneo AK release -1.1, PGC1a acetyl inh -7.8, FN deposit inh 6.8 and miR-122 sensor -10.6.

Screening results as filed in PubChem.
